CSN deneddyl inh = CSN deneddylation inhibition; Q92905; Purified CSN, SCF-Nedd8-OG deneddylation, fluorescence polarization; inhibition, % at 12.5 µM; 360,000 compounds, 0.38% hits;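 active means pattern-corrected inhibition above about 35%, with an unprinted fluorescence ratio check between 0.5 and 1.5, limit read from the data, passing the limit was not always enough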;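 further: 0% = enzyme with substrate and 100% = substrate without enzyme; some results filed as inactive read as strong as hits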
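Assay system: HEK293T-derived human Csn5 enzyme; quantity: 0.24 nM enzyme; medium: Tris/NaCl/DTT buffer, pH 7.5; also added: substrate SCFSkp2-Nedd8OG, 10 nM; doses: 12.5 µM compound; schedule: 90 min reaction at room temperature; signal: FP; read-out: % inhibition of substrate cleavage by Csn5; benchmarks: substrate-only high control, full reaction low control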
FAS-TE inh = inhibitors of human fatty acid synthase thioesterase domain; P49327; recombinant FAS-TE, OMFH fluorogenic substrate, fluorescence endpoint; inhibition, % at 15 µM; 360,000 compounds, 0.67% hits; AID 602261;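 active means compounds whose normalised, plate-corrected inhibition of enzyme fluorescence in the single-dose primary screen is 50% or more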;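 further: 0% = DMSO with enzyme and 100% = substrate without enzyme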
eLon inh = inhibits E. coli Lon protease; P0A9M0; purified E. coli Lon protease, fluorescence polarization; inhibition, % at 7.94 µM; 360,000 compounds, 0.42% hits; in the data active means inhibition above about 13%, passing the limit was not always enough;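 further: 0% = enzyme with probe and DMSO and 100% = no enzyme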
Rpn11 inh = blocks the human proteasome subunit Rpn11 | O00487 | human 26S proteasome, Ub4-pepOG fluorescence polarization; 20S core pre-blocked with epoxomicin | calls only at 20 µM | 360,000 compounds, 0.59% hits | AID 588493;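 active means inhibition at 20 µM, scaled to each plate's controls, above about 33%, limit read from the data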
Target sequence (O00487 whole entry, looked up): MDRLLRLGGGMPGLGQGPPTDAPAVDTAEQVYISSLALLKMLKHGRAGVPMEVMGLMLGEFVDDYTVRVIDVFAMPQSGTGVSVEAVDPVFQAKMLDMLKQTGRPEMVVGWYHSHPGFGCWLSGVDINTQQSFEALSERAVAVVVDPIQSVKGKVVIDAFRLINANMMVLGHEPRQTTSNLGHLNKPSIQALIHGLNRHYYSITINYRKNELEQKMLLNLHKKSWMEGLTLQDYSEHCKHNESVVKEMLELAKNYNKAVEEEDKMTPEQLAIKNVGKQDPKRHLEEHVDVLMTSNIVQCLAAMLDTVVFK
MT1-MMP act inh = MT1-MMP (human) activation inhibition; 360,000 compounds, 0.061% hits; GFP/RFP ratio change, % at 20 µM; P50281; HT1080 RFP-PRO-GFP cells, GFP/RFP ratio fluorescence, overnight; percent of plate control window, DMSO zero; AID 651647;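 active means GFP/RFP ratio change of at least 30% with cell ATP level not reduced by more than half and red fluorescence within 50% of control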; further: strong numbers were not always called active
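Material – HT1080 RFP-PRO-GFP cells · Control set – DMSO wells and RFP-L50D-GFP cells · Incubation – overnight cell settling, then overnight compound exposure, 37 °C, 5% CO2 · Compound dosing – single-point 20 µM compound, 1% DMSO · Read-out – GFP/RFP fluorescence ratio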
MLLE-PAM2 inh = blocks PAM2 peptide binding to the PABP1 MLLE domain; GST-MLLE / FITC-PAM2 fluorescence polarization; inhibition, % at 20 µM; 360,000 compounds, 0.36% hits; AID 588489; in the data active means inhibition above about 35%, passing the limit was not always enough;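 further: plate controls were DMSO wells with GST-MLLE for no effect and wells lacking GST-MLLE protein for full effect; some results filed as inactive read as strong as hits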
Target sequence (P11940 whole entry, looked up, the tested form may be a part): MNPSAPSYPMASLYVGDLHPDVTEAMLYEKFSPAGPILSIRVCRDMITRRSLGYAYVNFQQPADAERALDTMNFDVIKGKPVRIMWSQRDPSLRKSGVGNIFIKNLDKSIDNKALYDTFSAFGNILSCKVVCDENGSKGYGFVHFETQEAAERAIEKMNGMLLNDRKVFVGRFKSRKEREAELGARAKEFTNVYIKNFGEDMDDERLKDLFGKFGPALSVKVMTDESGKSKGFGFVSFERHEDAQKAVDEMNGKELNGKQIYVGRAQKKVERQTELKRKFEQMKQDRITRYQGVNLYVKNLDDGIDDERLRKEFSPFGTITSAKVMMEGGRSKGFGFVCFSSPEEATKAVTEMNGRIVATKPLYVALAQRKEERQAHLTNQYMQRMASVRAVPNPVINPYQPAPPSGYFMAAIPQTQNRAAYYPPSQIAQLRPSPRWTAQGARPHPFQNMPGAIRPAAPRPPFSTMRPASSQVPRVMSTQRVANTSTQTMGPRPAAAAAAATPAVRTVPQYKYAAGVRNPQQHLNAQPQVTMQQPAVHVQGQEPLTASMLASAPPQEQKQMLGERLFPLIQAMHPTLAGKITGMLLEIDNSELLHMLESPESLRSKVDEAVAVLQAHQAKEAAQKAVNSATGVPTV
bovine MsrA act = activators of bovine methionine sulfoxide reductase A. purified bovine MsrA, absorbance read-out. activation, % at 10.6 µM. 360,000 compounds, 0.3% hits; in the data active means activation above about 7.5%;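 further: 0% = vehicle and 100% = reference activator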
Rin1 Abl inh = human Rin1-Abl interaction inhibition. P00519+Q13671. TR-FRET Rin1/Abl binding, biochemical. inhibition, % at 7.35 µM. 360,000 compounds, 0.4% hits. AID 588664; in the data active means inhibition above about 5%, passing the limit was not always enough
MsrA inh = bovine MsrA inhibition; 360,000 compounds, 0.75% hits; inhibition, % at 15.5 µM; purified bovine MsrA, absorbance read-out; in the data active means inhibition above about 4.5%;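 further: 0% = vehicle wells with enzyme and 100% = reference inhibitor wells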
Starred values were filed as active, the others as inactive; i = inactive; / = no result given.

| Molecule | MT1-MMP act inh | bovine MsrA act | CSN deneddyl inh | MLLE-PAM2 inh | MsrA inh | Rin1 Abl inh | eLon inh | FAS-TE inh | Rpn11 inh |
| --- | --- | --- | --- | --- | --- | --- | --- | --- | --- |
| CC(=O)N=c1n(C)c2ccccc2n1CCOc1ccccc1 | 1.0 | -1.4 | -1.7 | 17.0 | 0.1 | 2.0 | -7.7 | -9.6 | i |
| COc1ccc2[nH]c(=O)c(CN(Cc3cccs3)Cc3nnnn3Cc3ccccc3)cc2c1 | -10.0 | 1.2 | -2.9 | 11.0 | 0.5 | 0.6 | -3.6 | 10.8 | i |
| Cc1ccc(S(=O)(=O)c2c(C)cc(-c3ccccc3)[nH]c2=O)cc1 | 1.5 | 0.9 | 8.2 | 6.7 | 3.7 | 1.5 | 2.2 | -0.6 | i |
| O=S(=O)(c1cccc(-c2csc(-c3cccnc3)n2)c1)N1CCCCC1 | -3.4 | 3.7 | 0.1 | 1.2 | -0.5 | 0.7 | -3.5 | 21.9 | i |
| CCn1cc(C(=O)Nc2ccc(OC)c(S(=O)(=O)N3CCCCC3)c2)c(=O)c2ccc(C)nc21 | 4.3 | -4.2 | 0.7 | -47.1 | 1.8 | 0.8 | 2.2 | -3.5 | i |
| O=C1COc2ccc(C(=O)COC(=O)c3ccc4ccccc4n3)cc2N1 | 2.0 | -2.3 | 21.4 | -15.3 | 0.5 | -4.5 | -6.5 | -1.7 | i |
| COc1ccc(-c2nn(-c3ccccc3)cc2C(=O)O)cc1N | 2.2 | -11.6 | -3.6 | -2.9 | 0.1 | 1.7 | -5.8 | 0.2 | i |
| CCC(C)c1c(O)nc(SCC(=O)c2ccccc2)[nH]c1=O (stereo not given) | 3.1 | -2.7 | -0.3 | 32.5 | 0.2 | -0.2 | 2.6 | -6.5 | i |
| Cc1c2c(nc3c(C)cccc13)OC(C)C2 (stereo not given) | -3.1 | -1.8 | 2.9 | 4.0 | 1.3 | -0.9 | -5.8 | -3.6 | i |
| CC(C)Cn1c(=O)[nH]c2ccccc21 | -1.0 | -1.8 | -6.0 | -2.0 | -0.8 | 4.3 | 0.6 | -5.6 | i |
| C/C(CC(=O)Nc1cccc(C(F)(F)F)c1)=N/NC(=O)C(=O)NCCO | -0.5 | -1.7 | 1.5 | 7.2 | -0.6 | -1.7 | -15.4 | -7.3 | i |
| Cc1nnsc1C(=O)Nc1cc(Cl)ccc1Cl | -2.3 | 2.7 | -3.4 | -15.2 | 0.0 | 2.2 | 10.2 | 1.1 | i |
| S=c1[nH]nc(-c2ccccc2Cl)n1Cc1ccccc1 | -0.2 | 0.5 | -2.2 | -16.8 | 2.1 | 1.5 | 6.3 | -2.2 | i |
| CC(O)(c1cccc(F)c1)c1nc(-c2ccccc2)cs1 (stereo not given) | 6.2 | -8.6 | 4.5 | 4.4 | 0.0 | 3.4 | 10.9 | 17.0 | i |
| COc1ccccc1NC(=O)CSc1nncs1 | -3.1 | -4.3 | 3.5 | 9.3 | -0.9 | 2.4 | -5.0 | -4.2 | i |
| CCN1C(=O)[C@H]2[C@@H](c3ccc(C)cc3)N3C(=O)N(c4ccc(OC)cc4)C(=O)[C@@]3(CC)[C@H]2C1=O | 1.5 | 1.1 | -3.5 | 4.9 | -0.5 | -2.3 | 6.0 | -8.3 | i |
| O=C(Nc1ccccc1-c1nc2ccccc2[nH]1)c1ccc(N2C(=O)CCC2=O)cc1 | -21.9 | -9.4 | 53.9* | -122.1 | -0.3 | 6.0 | -54.6 | -17.8 | / |
| CCCCC[C@H]1CN(CCc2ccccc2)C(=O)[C@@H]1CC(=O)NCc1ccc(OC)cc1 | 0.4 | 5.6 | 32.6 | -2.6 | 0.5 | 1.0 | -6.2 | 23.3 | i |
| Cc1c(C(=O)OCC(=O)NC(C)c2ccccc2)oc2ccccc12 (stereo not given) | -0.4 | -2.5 | 1.1 | -2.6 | -1.2 | 2.2 | -10.3 | 1.3 | i |
| CN(C)S(=O)(=O)c1ccc(N=Cc2c(C(F)(F)F)[nH]n(C)c2=O)cc1 | 2.3 | -3.9 | -3.8 | 5.4 | 1.8 | 0.4 | 0.2 | -9.1 | i |
| CC1=C(C(=O)N(C)C)CC(CC(=O)NCCCN(C)C)C(=O)N1CCCN1CCCC1=O (stereo not given) | 1.1 | -0.1 | -2.1 | -5.9 | -1.3 | 7.2 | -6.6 | -9.8 | i |
| Cn1nc(-c2ccc(Cl)cc2)c2cc(C(=O)NC3CC3)sc21 | -5.0 | -0.4 | -0.4 | -3.5 | 1.2 | -2.0 | 3.8 | -5.6 | i |
| O=C(CSc1ccc(-c2ccco2)nn1)Nc1ccc(F)cc1 | 3.3 | -1.8 | 2.3 | 23.3 | -0.6 | 0.5 | -10.5 | 2.2 | i |
| CN1C(=O)c2ccc(Oc3ccccc3)cc2C1=O | 0.5 | -1.4 | 1.7 | 3.4 | 1.1 | 2.0 | -11.1 | 9.0 | i |
| COc1ccccc1NS(=O)(=O)c1cccc(C(=O)NNC(=O)c2ccc(=O)[nH]c2)c1 | -4.1 | -1.8 | -0.1 | -12.8 | 0.4 | 0.9 | -2.8 | -4.0 | i |
| Cc1ccccc1NC(=O)C(=O)c1cn(C)c2ccccc12 | 10.9 | -10.1 | -6.5 | 2.9 | -0.1 | 1.8 | 1.6 | -1.6 | i |
| COc1ccc(NC(=O)N(C)C[C@H]2Oc3ccc(NC(=O)C4CC4)cc3C(=O)N([C@H](C)CO)C[C@@H]2C)cc1 | / | -9.9 | -2.2 | -4.5 | -0.2 | 0.2 | -2.6 | -5.4 | i |
| COc1ccc(C(=O)c2ccc(OC)c(OC)c2)cc1OC | 1.9 | -2.3 | 1.1 | -4.3 | 1.1 | -1.1 | 2.5 | -5.6 | i |
| Nc1c(Cl)cnc(C(Cl)(Cl)Cl)c1Cl | -2.3 | -2.3 | -3.2 | 10.2 | -0.1 | 0.3 | 12.8 | 2.5 | i |
| Cc1nc(N2CCCCC2C)c2c(C)c(C(=O)Nc3cccc(C(F)(F)F)c3)sc2n1 (stereo not given) | -3.1 | -0.3 | 1.6 | 1.7 | -0.5 | -1.4 | -7.5 | 20.8 | i |
| Cn1c(=O)c2c(SCC(N)=O)nc(CC(C)(C)C)nc2n(C)c1=O | 1.3 | 0.5 | -2.9 | 21.0 | 1.1 | 4.6 | -2.5 | -0.8 | i |
| CCCc1nc(NCc2ccccn2)c2nnn(Cc3ccccc3F)c2n1 | 11.2 | -10.3 | -3.9 | -2.0 | 0.8 | 0.8 | 0.3 | 2.8 | i |
| CN(C(=O)CN1C(=O)/C(=C/c2ccc(Cl)cc2)SC1=S)C1CCS(=O)(=O)C1 (stereo not given) | 3.9 | -3.1 | 2.1 | 13.5 | -0.3 | -1.4 | 0.1 | -8.3 | i |
| CC(CN1CCCCC1)OC(=O)c1cccc(F)c1 (stereo not given) | -3.8 | -5.4 | 1.3 | -2.2 | -0.5 | 0.2 | 2.9 | -3.1 | i |
| Cc1ccccc1Cn1c(=O)[nH]c2ccccc21 | 2.5 | 0.3 | 3.6 | 2.8 | -0.9 | 0.2 | -20.1 | -3.0 | i |
| CNC(=S)/N=C(\Nc1ccc(C)cc1)c1ccccc1 | 0.5 | -2.2 | -1.4 | 34.5 | 0.6 | 0.3 | 8.2 | -1.7 | i |
| Cc1ccc(Cc2c(-c3cccc(Cl)c3)nc3c(C)cc(Br)cn23)cc1 | -2.3 | -1.5 | 2.7 | -10.2 | -1.5 | -17.0 | -4.2 | 26.1 | i |
| COc1ccc(S(=O)(=O)N2CCCC(C(=O)NCc3cccnc3)C2)cc1OC (stereo not given) | 3.7 | -4.8 | 10.1 | -1.8 | -1.1 | -1.8 | -5.5 | -7.3 | i |
| Cc1ccc(-c2nc(CN(C)C3CCOC3)c(C)o2)s1 (stereo not given) | -3.5 | -2.1 | 16.6 | 2.5 | 0.2 | 1.1 | 1.0 | -4.7 | i |
| Cc1cc(C)cc(N2C(=O)CC(Sc3ncn[nH]3)C2=O)c1 (stereo not given) | 2.6 | 3.7 | -1.7 | 30.5 | 1.1 | 2.0 | -7.1 | 0.9 | i |
| COc1ccc(C[C@H]2CN3C(=NC[C@@H]3Cc3ccc(O)cc3)N2C[C@H](C)NC(=O)CCC2CCCCC2)cc1 | 10.4 | -1.6 | 8.2 | 6.7 | -0.9 | 2.1 | 1.7 | 12.1 | i |
| COCCS(=O)(=O)N(Cc1ccc(Br)cc1)[C@@H](C)C(=O)OC | 3.5 | 0.7 | -2.9 | 1.6 | 0.0 | -2.3 | -1.1 | -12.1 | i |
| CN=C1c2cc3cc(OC)ccc3n2CCN1C | -2.6 | -2.2 | -2.1 | 8.1 | 2.2 | -7.0 | -0.9 | -3.7 | i |
| COc1ccc(CCC(C)NC(=O)CCc2ccccc2)c(OC)c1 (stereo not given) | -0.1 | -4.3 | -0.3 | -4.6 | 1.3 | -0.5 | -0.8 | 0.3 | i |
| CCOc1ccccc1OCC(=O)OCC(=O)c1c(N)n(CC(C)C)c(=O)n(C)c1=O | -0.8 | -2.0 | -2.1 | -16.9 | 0.2 | 1.1 | 0.8 | 2.7 | i |
| COc1ccc(/C(N)=N/OC(=O)CN(C)S(=O)(=O)c2ccc(C)cc2)cc1 | 3.6 | -9.1 | -1.3 | 1.2 | 0.0 | 1.4 | 6.0 | 9.1 | i |
| Cc1nc(-c2ccncc2)nc(NCCNc2ccc(C(F)(F)F)cn2)c1Cl | -0.7 | -2.8 | -4.1 | -0.6 | -0.5 | 2.4 | -2.9 | 4.0 | i |

By substructure: those above with an aryl thioether with sulfur outside any ring.
| Molecule | MT1-MMP act inh | bovine MsrA act | CSN deneddyl inh | MLLE-PAM2 inh | MsrA inh | Rin1 Abl inh | eLon inh | FAS-TE inh | Rpn11 inh |
| --- | --- | --- | --- | --- | --- | --- | --- | --- | --- |
| CCC(C)c1c(O)nc(SCC(=O)c2ccccc2)[nH]c1=O (stereo not given) | 3.1 | -2.7 | -0.3 | 32.5 | 0.2 | -0.2 | 2.6 | -6.5 | i |
| COc1ccccc1NC(=O)CSc1nncs1 | -3.1 | -4.3 | 3.5 | 9.3 | -0.9 | 2.4 | -5.0 | -4.2 | i |
| O=C(CSc1ccc(-c2ccco2)nn1)Nc1ccc(F)cc1 | 3.3 | -1.8 | 2.3 | 23.3 | -0.6 | 0.5 | -10.5 | 2.2 | i |
| Cn1c(=O)c2c(SCC(N)=O)nc(CC(C)(C)C)nc2n(C)c1=O | 1.3 | 0.5 | -2.9 | 21.0 | 1.1 | 4.6 | -2.5 | -0.8 | i |
| Cc1cc(C)cc(N2C(=O)CC(Sc3ncn[nH]3)C2=O)c1 (stereo not given) | 2.6 | 3.7 | -1.7 | 30.5 | 1.1 | 2.0 | -7.1 | 0.9 | i |

Assay outcomes from PubChem.
